# High-throughput results (PubChem BioAssay)
# TSHR antag = antagonists of human thyroid stimulating hormone receptor; P16473; TSHR-expressing cells, TSH-stimulated cAMP HTRF, 2 h; stronger effect = lower value; activity change, negative = inhibition, % at 11.5 µM; 0.2% of 330,000 active; AID 504810;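 active = activity change below a set negative limit, meaning inhibition stronger than a set level, cut at about -70% in these data; inconclusive = activity change between two set negative limits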; also: % is scaled to controls: 0 for no effect and ±100 for the full control effect
#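 TSHR-expressing cells, 200/well, pre-treated with compound, then stimulated with EC80 TSH (4nM final) for 2 hours at 37 deg C. cAMP measured by competitive HTRF: anti-cAMP cryptate antibody in lysis buffer plus cAMP-d2, read after 30 minutes at room temperature.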
# TCR activator = activates T cell receptor signaling; 330,000 tested, under 10 active; primary human leukocytes, anti-CD3, IL-2 HTRF, 48 h; Potency, µM (top dose mostly 9.22 µM), inactives show at the top dose activation of IL-2 secretion, most hits filed as activators; also: % of control where 0% means no effect
#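 1) Mix primary human leukocytes, a-CD3 beads and compound. 2) Incubate 48 hr. 3) Add HTRF IL-2 reagents (a-IL-2-K, a-IL-2-d2).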
# Tb PFK inh = inhibitors of T. brucei phosphofructokinase. 0.17% of 330,000 active. AID 485367. O15648. Potency, µM (titrated, usually from 57.5 µM), for inactives: top-dose activity, negative = inhibition, most hits filed as inhibitors. T. brucei PFK, ADP-Glo luminescence;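 also: potency is read from the fitted curve at half-maximal effect; 0% = uninhibited 1x PFK enzyme wells and -100% = no-enzyme wells; nearly all actives have a fitted effect of over 60% in size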
#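 Activity is normalized to no-enzyme wells (full inhibition) and 1.25 nM enzyme wells (no inhibition). Reaction: 0.5 mM F6P, 0.1 mM ATP, 45 min RT, ADP-Glo luminescence; concentration-response curves fitted and classed by quality.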
# B2AR arrestin = beta2AR (human) beta-arrestin recruitment activity. P07550. beta-arrestin recruitment to beta2AR, cell-based reporter. Potency, µM (doses to about 46.1 µM), without a hit: at the top dose activation, hits mostly activators. 0.02% of 330,000 active;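 also: potency is read from the fitted curve at half-maximal effect; 0% = DMSO controls and full agonism = EC100 isoproterenol or metaproterenol; nearly all actives have a fitted effect of over 65% in size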
# Target sequence (P07550 whole entry, looked up): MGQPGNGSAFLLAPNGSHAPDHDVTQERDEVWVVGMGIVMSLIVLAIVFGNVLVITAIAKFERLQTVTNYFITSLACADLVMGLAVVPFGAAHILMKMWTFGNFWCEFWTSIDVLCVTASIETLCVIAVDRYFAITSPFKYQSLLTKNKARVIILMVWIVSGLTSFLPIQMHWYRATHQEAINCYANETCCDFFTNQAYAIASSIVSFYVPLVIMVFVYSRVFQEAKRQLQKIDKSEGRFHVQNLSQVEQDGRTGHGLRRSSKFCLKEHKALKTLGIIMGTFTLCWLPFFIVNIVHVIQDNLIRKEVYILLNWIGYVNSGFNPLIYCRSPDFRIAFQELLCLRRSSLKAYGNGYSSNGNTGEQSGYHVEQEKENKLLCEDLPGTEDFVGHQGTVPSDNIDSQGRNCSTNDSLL
# PTAP TSG101 blk = blocks PTAP/TSG101 interaction to inhibit HIV-1 budding; AID 493005; 340,000 tested, under 10 active; Potency, µM (series often up to 115 µM), without a hit: at the highest dose activity change, negative = inhibition, usual class: inhibitors; Fluorescence polarization, FITC-PTAP peptide / Tsg101 binding; active = well fitted inhibition curve with a large enough effect in the main read-out, with a control signal flat, not every such curve was filed as active; inconclusive = small, poorly fitted or top-dose-only effect, or effect the other way, or a change in a side signal; inactive = no such curve, though single readings can be large or run the other way; also: potency is read from the fitted curve at half-maximal effect; % of control where 0% means no effect
# Target sequence (Q99816 whole entry, looked up): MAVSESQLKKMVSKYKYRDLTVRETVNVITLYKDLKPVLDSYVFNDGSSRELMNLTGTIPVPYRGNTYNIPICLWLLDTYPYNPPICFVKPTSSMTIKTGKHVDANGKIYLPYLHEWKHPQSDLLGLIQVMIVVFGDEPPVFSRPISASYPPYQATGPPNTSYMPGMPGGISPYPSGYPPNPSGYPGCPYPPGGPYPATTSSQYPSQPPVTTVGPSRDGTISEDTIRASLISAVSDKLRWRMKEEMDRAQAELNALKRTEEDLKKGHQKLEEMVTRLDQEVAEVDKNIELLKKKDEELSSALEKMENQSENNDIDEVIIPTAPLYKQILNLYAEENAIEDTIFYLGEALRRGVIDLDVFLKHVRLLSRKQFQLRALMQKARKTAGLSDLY
#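 Fluorescence anisotropy tracks displacement of a FITC-tagged PTAP peptide (50 nM) from the Tsg101 binding domain (10 uM), following a 20 min room-temperature incubation at pH 7.5.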
# BCR signal inh = inhibitors of chronic active B-cell receptor signaling. Potency, µM (series often up to 46.1 µM), for the others: top-dose ratio change, negative = lower green/red ratio, usual class: inhibitors. AID 493014. ABC-DLBCL IkBa-CBG/CBR reporter, luminescence ratio, 4 h. 0.05% of 340,000 active; active = well fitted inhibition curve with a large enough effect in the signal ratio, with a control signal flat, not every such curve was filed as active; inconclusive = small, poorly fitted or top-dose-only effect, or effect the other way, or a change in a side signal; the % refers to the signal ratio;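 also: potency is read from the fitted curve at half-maximal effect; plate controls were basal doxycycline-induced cells for no effect and cells given 10 µM MG132 for full effect; MG132 reads +100%, hits lower the ratio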
#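 Concentration-response series (up to 46 uM) were applied to TMD8 dual-reporter cells for 4 h at 37C with doxycycline. Green/red ratio, after filter-overlap correction, defined %Activity; red signal alone was normalised to basal cells and zero luminescence.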
# ELG1 repair inh = inhibitors of ELG1-dependent DNA repair in HEK293T cells; HEK293T ELG1-luciferase reporter, luminescence, 16 h; DNA damage induced by 5-fluorouridine; AID 504467; Potency, µM (series often up to 46.1 µM), inactives show top-dose activity change, negative = inhibition, usual class: inhibitors; 2.3% of 330,000 active; also: potency is read from the fitted curve at half-maximal effect; % is scaled to controls: 0 for no effect and ±100 for the full control effect; nearly all actives have a fitted effect of over 55% in size
#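 Overnight (16 hr) co-exposure of 2,000 cells/well to 5-fluorouridine and compound at 37 °C preceded detection. Luciferase was quantified via ONE-Glo luminescence; loss of signal denotes inhibition.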
# USP2a block = USP2a (human) protease inhibition; O75604; USP2 core, Ub-CHOP2 coupled fluorogenic reporter, 485/531; Potency, µM (series often up to 38.3 µM), without a hit: at the top dose activity change, negative = inhibition, usual class: inhibitors; 0.01% of 330,000 active; AID 463254;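 also: potency is read from the fitted curve at half-maximal effect; plate controls were DMSO wells for no effect and full inhibition by NEM control for full effect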
#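 Cell-free coupled assay: 10nM USP2 core preincubated 30min RT with compound in Tris-HCl pH 8.0/CaCl2/CHAPS buffer, then 25nM Ub-CHOP2 and 25nM reporter substrate; fluorescence (Ex 485/Em 531) read after 60min RT, normalized to NEM inhibition, concentration-response curves fitted.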
# uPA generation = blocks generation of uPA at the cell surface | Potency, µM (doses to about 38.3 µM), inactives show at the highest dose activity change, negative = inhibition, hits mostly inhibitors | 0.31% of 330,000 active | cell surface uPA generation assay, qHTS; active = well fitted inhibition curve with a large enough effect; inconclusive = small, poorly fitted or top-dose-only effect; inactive = no such curve, though single readings can be large or run the other way; tested in mouse RAW 264.7 cells; also: potency is read from the fitted curve at half-maximal effect; % is scaled to controls: 0 for no effect and ±100 for the full control effect; nearly all actives have a fitted effect of over 55% in size
# Eya2 inh = blocks the phosphatase activity of human Eya2. O00167. recombinant Eya2, OMFP fluorescence dephosphorylation (OMFP is methylfluorescein phosphate). Potency, µM (series often up to 76.9 µM), for the others: at the highest dose activity, negative = inhibition, hits mostly inhibitors. 0.006% of 330,000 active; also: potency is read from the fitted curve at half-maximal effect; % is scaled to controls: 0 for no effect and ±100 for the full control effect
#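 Eya2 protein (added as 0.2 uM solution) was preincubated with compound for 10 min at ambient temperature in 50 mM HEPES pH 7.5, 50 mM NaCl, 5 uM MgCl2, 0.05% BSA, 1 mM DTT. OMFP (added at 50 uM) then reacted 10 min; fluorescence read at 485/525 nm.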
# Mito fusion yeast = blocks mitochondrial division or promotes mitochondrial fusion | S. cerevisiae fusion-defective mutant growth rescue, CellTiterGlo 48 h | Potency, µM (top dose mostly 46.1 µM), for inactives: at the highest dose growth rescue (activation), usual class: activators | 0.23% of 320,000 active | AID 485298;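 also: potency is read from the fitted curve at half-maximal effect; % of control where 0% means no effect; nearly all actives have a fitted effect of over 45% in size; temperature-sensitive fusion mutants such as fzo1-1 at 37 °C on non-fermentable ethanol glycerol medium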
#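 Compounds are tested for their ability to restore growth of mitochondrial fusion-defective yeast strains at non-permissive 37C in YPEG medium over 48 hours. Viability is quantified by luciferase luminescence.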
# * marks the source's active call; other numbers are inactive results; ? = inconclusive; nt = no result given; [ ] = dose if it differs, or a comment. Unless noted, calls follow the shape of the dose curve; as a rule, active = well fitted curve in the direction sought with a large enough effect; inconclusive = small, poorly fitted or top-dose-only effect, or another doubt; inactive = no such curve, though single readings can be large; an effect the other way counts as inactive or inconclusive.
cpd	compound	TSHR antag	TCR activator	Tb PFK inh	B2AR arrestin	PTAP TSG101 blk	BCR signal inh	ELG1 repair inh	USP2a block	uPA generation	Eya2 inh	Mito fusion yeast
1	O=C(CNC(=O)C1COc2ccccc2O1)N/N=C/c1cc(Br)c(O)c(Br)c1 (configuration not stated)	-12	-1%	-5%	0.0%	-4%	20%	-4%	1%	2%	-7%	8%
2	O=C(CCN1C(=O)C2CCCCC2C1=O)Nc1nc(-c2ccc(F)c(F)c2)cs1 (configuration not stated)	-17	-2%	-18%	0.2%	1%	?	19%	2%	nt	-4%	23%
3	O=C(O)c1cc(-c2ccc(/C=N/Nc3ccc(Cl)cc3)o2)ccc1Cl	-20	2%	-3%	0.4%	-6%	1%	11%	2%	-19%	-23%	12%
4	O=C(/C=C/c1ccccc1)N/C(=C/c1ccccc1)C(=O)Nc1cccc(C(=O)O)c1	2	-6%	0%	0.1%	-2%	1%	-8%	12%	-2%	15%	-5%
5	O=C(CCN1C(=O)c2ccccc2C1=O)Nc1ccccn1	1	-13%	9%	-0.2%	-4%	?	10%	0%	4%	26%	-3%
6	COC(=O)c1cc2ccccc2oc1=O	-8	2%	-4%	0.1%	-4%	1%	8%	2%	-3%	-1%	-2%
7	CC(=O)c1cccc(NC(=O)c2sc(Cl)nc2C)c1	-1	-3%	2%	0.4%	-1%	-1%	-14%	-3%	?	3%	2%
8	O=C(CNS(=O)(=O)c1ccccc1)OCC(=O)c1c[nH]c2ccccc12	-29	-16%	1%	0.0%	-4%	-1%	14%	-1%	-1%	1%	-1%
9	COC(=O)C1C2C=CC3(CN(c4ccc(Cl)c(F)c4)C(=O)C13)O2 (configuration not stated)	11	3%	-5%	-0.2%	-3%	-13%	13%	1%	6%	-8%	1%
10	COc1ccc(-c2csc3nc(-c4ccc(C)cc4)oc(=O)c23)cc1OC	-3	2%[46.1 µM]	?	-0.1%	-1%	2%	9%	4%	0%	-3%	1%
11	CC(C)c1ccc(NS(=O)(=O)c2ccc(-n3cccn3)cc2)cc1	2	-3%	-11%	-0.6%	2%	1%	-1%	1%	2%	-10%	0%
12	Cc1ccc(C)c(N2CCN(c3ccncc3N)CC2)c1	-6	5%	4%	-0.8%	-1%	2%	-12%	5%	-4%	-4%	-4%
13	CC(=O)Nc1ccc(NC(=O)Cn2nc([N+](=O)[O-])c(Br)c2C)cc1	4	3%	12µM*	0.2%	-2%	-17%	5%	-1%	-3%	16%	-7%
14	O=C(c1ccc2c(=O)n(Cc3ccccc3Cl)c(=S)[nH]c2c1)N1CCOCC1	-8	-4%	-2%	-0.2%	0%	-4%	-1%	1%	-1%	-14%	-2%
15	CC(=O)c1ccc(NC(=O)C2CCN(S(=O)(=O)c3cccnc3)CC2)cc1	-2	3%	-3%	0.0%	2%	-3%	25%	0%	13%	6%	1%
16	CCOc1cccc(/C=C2/NC(=O)N(CC(=O)Nc3cccc(C)c3)C2=O)c1O	33	3%	-19%	-0.1%	-8%	1%	?	-1%	-1%	5%	-5%
17	CC1CCN(C(=S)c2cn(Cc3ccccc3F)c3ccccc23)CC1	4	2%	-6%	0.3%	-6%	?	-1%	-3%	1%	0%	-6%
18	CC(C)c1ccc(C(=O)Nc2nnc(S(=O)(=O)N3CCCCC3)s2)cc1	-5	0%	0%	-0.3%	2%	3%	1%	0%	4%	-1%	1%
19	OC(CNCCc1ccc(C(F)(F)F)cc1)COc1ccc2ccccc2c1 (configuration not stated)	11	-8%[46.1 µM]	-6%	-0.8%	-1%	?	6%	-6%	3%	-7%	-27%
20	CCN(CC)N=Nc1[nH]nc2nc(C)cc(C)c12	5	7%	1%	0.4%	-5%	-17%	?	2%	-3%	4%	-3%
21	COc1cccc(CC(NC(C)=O)C(=O)NC2CCN(c3nnnn3-c3ccccc3)CC2)c1OC (configuration not stated)	6	1%	1%	-0.2%	-8%	-2%	1%	1%	17%	13%	-5%
22	COc1ccc(C(c2c(NC(=O)c3ccco3)sc(C)c2C)N2CCOCC2)cc1 (configuration not stated)	-14	-1%	-3%	-0.2%	-2%	7%	14%	0%	4%	27%	5%
23	COc1ccc(CC(=O)NC(C)c2nnc(SCC(=O)Nc3ccccc3F)n2C)cc1 (configuration not stated)	-2	nt	0%	-0.2%	-4%	-6%	5%	2%	2%	-11%	3%
24	COC(=O)c1c(NC(=O)c2nc3ccccc3s2)sc2c1CCN(C(C)=O)C2	-13	-4%	-2%	0.1%	0%	?	?	2%	-8%	3%	11%
25	CN1OC(COC(=O)c2ccccc2)CC1c1ccccc1 (configuration not stated)	9	-1%	2%	0.3%	-2%	?	13%	-1%	nt	-3%	4%
26	CCCCN(C)C(=O)CCCCn1c(=O)[nH]c2cc(OCC)c(OCC)cc2c1=O	-6	7%	-3%	0.2%	-1%	0%	-14%	2%	-3%	9%	0%
27	COc1ccc(OC)c(S(=O)(=O)NCC(c2ccco2)S(=O)(=O)c2ccccc2)c1 (configuration not stated)	25	-1%	-5%	-0.5%	-1%	?	-1%	-1%	-2%	7%	-2%
28	Cc1ccc(NC(=O)CN2C(=O)NC3(CCCc4ccccc43)C2=O)cc1S(=O)(=O)N1CCOCC1 (configuration not stated)	21	2%	-2%	5.5%	-7%	?	-12%	1%	1%	-3%	4%
29	ClC(Cl)c1nnc(-c2ccccc2)c(-c2c[nH]c3ccccc23)n1	-20	-2%[46.1 µM]	-1%	-0.4%	-2%	-14%	-13%	0%	-9%	3%	5%
30	COc1ccc(C(=O)c2cn[nH]c2-c2ccc(C)cc2O)cc1	1	2%	-4%	-0.4%	0%	-5%	-16%	3%	4%	5%	-6%

# 4 of the compounds above, with two lines to a compound.
# Values in the order – TSHR antag, TCR activator, Tb PFK inh, B2AR arrestin, PTAP TSG101 blk, BCR signal inh, ELG1 repair inh, USP2a block, uPA generation, Eya2 inh, Mito fusion yeast
1	O=C(CNC(=O)C1COc2ccccc2O1)N/N=C/c1cc(Br)c(O)c(Br)c1 (configuration not stated)
 : -12, -1%, -5%, 0.0%, -4%, 20%, -4%, 1%, 2%, -7%, 8%
2	O=C(CCN1C(=O)C2CCCCC2C1=O)Nc1nc(-c2ccc(F)c(F)c2)cs1 (configuration not stated)
 : -17, -2%, -18%, 0.2%, 1%, ?, 19%, 2%, nt, -4%, 23%
3	O=C(O)c1cc(-c2ccc(/C=N/Nc3ccc(Cl)cc3)o2)ccc1Cl
 : -20, 2%, -3%, 0.4%, -6%, 1%, 11%, 2%, -19%, -23%, 12%
4	O=C(/C=C/c1ccccc1)N/C(=C/c1ccccc1)C(=O)Nc1cccc(C(=O)O)c1
 : 2, -6%, 0%, 0.1%, -2%, 1%, -8%, 12%, -2%, 15%, -5%

# Next part
cpd	compound	TSHR antag	TCR activator	Tb PFK inh	B2AR arrestin	PTAP TSG101 blk	BCR signal inh	ELG1 repair inh	USP2a block	uPA generation	Eya2 inh	Mito fusion yeast
31	CCCCN(C(=S)Nc1ccccc1)C1CCS(=O)(=O)C1 (configuration not stated)	8	4%	3%	-0.7%	-6%	4%	-4%	1%	2%	-8%	-1%
32	CC(=O)N(C)c1nnc(-c2cnccn2)s1	2	-4%	1%	-0.3%	-2%	0%	?	0%	0%	-9%	0%
33	N#CCCN(CCC#N)S(=O)(=O)c1ccc(C(=O)Nc2nnc(C3=COCCO3)o2)cc1	2	-4%	1%	0.4%	-2%	-18%	3%	-1%	-3%	16%	7%
34	CCOc1ccc(N(CC(=O)Nc2ccc(C)c(C)c2)S(=O)(=O)c2c(C)noc2C)cc1	-21	-4%[46.1 µM]	-1%	-0.2%	-2%	8%	?	-3%	13µM*	-8%	26%
35	O=C(Cc1ccc(S(=O)(=O)N2CCOCC2)s1)NC1CCCCC1	1	-4%	-4%	0.0%	0%	0%	16%	1%	1%	9%	3%
36	COc1ccc(/C=C/C(=O)NCc2cn(C)nc2C)cc1COc1ccc(Cl)cc1Br	-7	-26%	-1%	-0.1%	-6%	4%	18%	-1%	nt	18%	2%
37	COC(=O)c1ccc(NC(=O)CNC(=O)c2sc3ccccc3c2Cl)cc1	37	-1%	9%	-0.2%	-3%	?	?	-1%	-15%	-1%	6%
